Screens from PubChem BioAssay.
GRIN3A LBD mod – modulators (binders) of human NR3A ligand-binding domain. NR3A LBD differential scanning fluorimetry, Tm shift; 0% = protein alone, 100% = glycine-bound protein. Tm shift relative to glycine control, % at 25 µM. actives 2.5% (n = 340,000);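 active = melting temperature shift of at least 10% of the positive control shift, at one fixed dose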
mIAP inh – mouse IAP inhibition. purified mouse IAP, CDP-Star luminescence, 30 min. inhibition, % at 10 µM. AID 2806. actives 0.2% (n = 330,000);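 active = inhibition of at least 40% at 10 µM in the primary screen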;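 also: plate controls were DMSO with enzyme for no effect and no enzyme wells for full effect; values of inactives mirror those of a sister screen read the other way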
A3A deaminase – inhibitors of human APOBEC3A DNA deaminase. P31941. recombinant A3A, FAM/TAMRA ssDNA deamination fluorescence. inhibition, % at 20 µM. AID 493011. actives 0.41% (n = 330,000);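 active = at least 40% inhibition at 20 µM here, with at most 30% in a related deaminase screen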;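 also: plate controls were A3A with DMSO for no effect and wells lacking A3A enzyme for full effect; some results filed as inactive read as strong as hits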
Target sequence (P31941 whole entry, looked up): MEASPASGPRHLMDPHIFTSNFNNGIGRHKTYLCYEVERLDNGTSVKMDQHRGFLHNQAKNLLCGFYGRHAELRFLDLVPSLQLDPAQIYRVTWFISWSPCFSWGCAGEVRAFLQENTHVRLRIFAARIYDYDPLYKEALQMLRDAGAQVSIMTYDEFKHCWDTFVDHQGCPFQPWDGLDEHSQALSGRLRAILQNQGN
mIAP act – increases mouse intestinal alkaline phosphatase activity; muIAP, CDP-Star luminescence, 30 min; stronger effect = higher value; 1 = vehicle-only enzyme signal, 0 = enzyme-free wells; activation factor at 10 µM; actives 0.24% (n = 330,000); AID 2805;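 active = activation factor of at least 2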; also: the source names both 10 and 20 µM as test concentration; values of inactives mirror those of a sister screen read the other way
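also added = chemiluminescent substrate CDP-Star | test system = mouse IAP enzyme | signal = chemiluminescence readout | compound = DMSO-dissolved test compounds | incubation = 30 min at room temperature | benchmarks = DMSO wells, no-enzyme wells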
hIAP inh – blocks human intestinal alkaline phosphatase; inhibition, % at 10 µM; P09923; purified IAP, CDP-Star luminescence, 30 min; actives 0.12% (n = 330,000); AID 2544;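 active = inhibition reaching a set limit with compound at 10 µM in the primary screen, cut at about 35% in these data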;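 also: plate controls were DMSO wells with enzyme for no effect and no-enzyme buffer wells for full effect; values of inactives mirror those of a sister screen read the other way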
Target sequence (P09923 whole entry, looked up): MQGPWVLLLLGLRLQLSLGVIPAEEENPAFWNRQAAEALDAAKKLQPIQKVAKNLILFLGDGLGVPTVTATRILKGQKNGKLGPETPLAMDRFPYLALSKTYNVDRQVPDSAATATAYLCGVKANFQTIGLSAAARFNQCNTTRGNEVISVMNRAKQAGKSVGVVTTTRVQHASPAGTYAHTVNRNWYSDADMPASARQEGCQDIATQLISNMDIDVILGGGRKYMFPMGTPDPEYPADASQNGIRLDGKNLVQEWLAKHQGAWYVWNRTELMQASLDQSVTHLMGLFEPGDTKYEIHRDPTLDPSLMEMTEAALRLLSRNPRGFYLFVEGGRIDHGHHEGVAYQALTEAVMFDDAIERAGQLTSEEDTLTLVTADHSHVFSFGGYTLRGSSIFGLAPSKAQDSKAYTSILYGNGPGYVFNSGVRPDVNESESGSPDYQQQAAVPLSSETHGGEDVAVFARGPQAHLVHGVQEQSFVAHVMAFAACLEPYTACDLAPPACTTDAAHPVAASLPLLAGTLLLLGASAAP
MPTP block – blocks calcium-induced mitochondrial swelling. inhibition, % at 10 µM. actives 1.4% (n = 360,000). isolated mouse mitochondria, Ca2+ swelling absorbance, 30 min;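 active = inhibition of 50% or more, scaled per plate between neutral and stimulator controls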;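 also: 0% = DMSO wells given calcium and 100% = 1 mM EGTA wells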
hIAP activ – increases human intestinal alkaline phosphatase activity. P09923. purified human IAP, CDP-Star luminescence, 30 min; stronger effect = higher value; 1 = vehicle-only enzyme, 0 = enzyme-free background. activation factor at 10 µM. actives 0.16% (n = 330,000). AID 2524;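 active = activation factor of the enzyme at least 2-fold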; also: the source names both 10 and 20 µM as test concentration; values of inactives mirror those of a sister screen read the other way
APOBEC3G inh – APOBEC3G (human) deaminase inhibition. inhibition, % at 20 µM. Q9HC16. AID 493012. actives 0.28% (n = 330,000). recombinant A3G, ssDNA deamination FAM/TAMRA fluorescence;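 active = inhibition of at least 40% at 20 µM, with no more than 30% in the related APOBEC3A deaminase screen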;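 also: plate controls were DMSO wells with A3G for no effect and wells lacking A3G enzyme for full effect; some compounds called inactive have numbers as strong as hits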
Target sequence (Q9HC16 whole entry, looked up): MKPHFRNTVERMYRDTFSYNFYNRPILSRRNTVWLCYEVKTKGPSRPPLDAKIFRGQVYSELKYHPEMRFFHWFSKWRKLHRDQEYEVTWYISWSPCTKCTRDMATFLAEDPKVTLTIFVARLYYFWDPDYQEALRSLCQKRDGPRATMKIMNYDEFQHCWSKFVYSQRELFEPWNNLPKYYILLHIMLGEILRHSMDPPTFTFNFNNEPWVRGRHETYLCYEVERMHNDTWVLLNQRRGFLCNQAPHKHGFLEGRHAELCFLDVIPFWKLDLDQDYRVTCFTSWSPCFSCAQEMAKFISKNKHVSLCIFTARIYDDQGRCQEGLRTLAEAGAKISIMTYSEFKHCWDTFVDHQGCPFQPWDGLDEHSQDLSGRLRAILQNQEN
beta cell repl – inducers of beta-cell replication in MIN6 cells; MIN6 cells proliferation, ATPlite luminescence, 48 h; cells starved in 0.2% serum; 100% = growth in 10% serum; proliferation, % at 10 µM; actives 0.29% (n = 330,000); AID 2380;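 active = compounds whose signal lies at least 3.5 SD above the mean of all wells on their plate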;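 also: 0% = DMSO-treated cells in low-serum medium and 100% = 10% serum control; some compounds called inactive have numbers as strong as hits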
Starred values were filed as active, the others as inactive.

SMILES | GRIN3A LBD mod | mIAP inh | A3A deaminase | mIAP act | hIAP inh | MPTP block | hIAP activ | APOBEC3G inh | beta cell repl
COc1ccccc1CNC(=O)CCNS(=O)(=O)c1ccc2[nH]c(=O)oc2c1 | 1 | 41* | 7 | 0.59 | 0 | -2.3 | 1 | 3 | -4
Cc1cccc(-n2cc(CNCCc3nc(C)cc(C)n3)c(-c3cccc(F)c3)n2)c1 | -2 | -6 | -4 | 1.1 | -12 | 1.0 | 1.1 | -2 | -8
CC[C@H](C)[C@H](NC(N)=O)C(=O)Nc1ccc(OC)c(Cl)c1 | 1 | -2 | 8 | 1 | -8 | -3.5 | 1.1 | -6 | -2
CC1=NN(c2ccc(C(=O)O)cc2)C(=O)CC1 | -2 | -6 | -1 | 1.1 | -17 | -0.2 | 1.2 | -3 | 1
CCOC(=O)COc1cc2c3c(c(=O)oc2cc1C)CCCC3 | 1 | 7 | -2 | 0.93 | -6 | -1.4 | 1.1 | -3 | -2
Cc1ccc(OCc2cc(C(=O)N3CCC(Oc4cccnc4)CC3)no2)cc1C | 6 | -2 | 0 | 1 | 13 | 91* | 0.87 | -4 | -7
CCOC(=O)c1c(NC(=O)CSc2nnnn2C)sc(C(=O)N(C)C)c1C | 0 | 0 | 0 | 1 | -10 | -0.9 | 1.1 | -2 | 0
COc1ccc(NC(=O)C2CCC(C(C)(C)C)CC2)cc1S(=O)(=O)N1CCCCC1 (stereo unspecified) | -2 | -81 | 2 | 1.8 | 2 | 8.8 | 0.98 | -1 | -6
Cc1nn(-c2ccccc2)c(C)c1C(=O)OCc1ccc(C#N)cc1 | -1 | 4 | 4 | 0.95 | 4 | -0.8 | 0.96 | -3 | -1
Cc1noc(C)c1NC(=O)N(C)C[C@H]1Oc2ccc(NC(=O)NC(C)C)cc2C(=O)N([C@H](C)CO)C[C@@H]1C | -2 | 3 | 3 | 0.97 | -12 | -1.2 | 1.1 | -6 | 0
Cc1ccc(CONC(=O)c2ccc(OC(F)F)cc2)cc1 | 0 | -11 | -9 | 1.1 | 7 | -1.4 | 0.93 | -6 | -1
Cc1cc(C)n2ncc(C(=O)NC3CCCCC3)c2n1 | -3 | -5 | 4 | 1.1 | -13 | 0.8 | 1.1 | -1 | 1
CCOC(=O)C1(CCCc2ccccc2)CCN(C(=O)CCc2cnn(C)c2)CC1 | -6 | 3 | -3 | 0.97 | -20 | 2.6 | 1.2 | -5 | -4
C=CCOC(=O)Nc1c(C(=O)OC)[nH]c2ccccc12 | -1 | -8 | -6 | 1.1 | -3 | 0.3 | 1 | -5 | -3
COc1cccc(C(=O)Nc2ccc3c(c2)C(=O)N(CC2CCCO2)C3=O)c1 (stereo unspecified) | 7 | -14 | 0 | 1.1 | -36 | -0.5 | 1.4 | -4 | -4
COC(=O)C1=C(C)OC(N)=C(C#N)C1c1cccnc1 (stereo unspecified) | 1 | 5 | -4 | 0.95 | 3 | -2.1 | 0.97 | -12 | -1
O=C(Nc1ccc(Cl)cc1)C(c1ccccc1)N1CCOCC1 (stereo unspecified) | 3 | -3 | -3 | 1 | -28 | 1.2 | 1.3 | -6 | -2
COc1ccc(C(=O)Nc2ccccc2)cc1S(=O)(=O)NCc1ccco1 | 1 | -3 | 0 | 1 | 5 | 1.3 | 0.95 | -8 | 6
Cc1cc(=O)oc2c1c(C)nn2-c1ccc(Cl)cc1 | -1 | -6 | -1 | 1.1 | 0 | 0.6 | 1 | -3 | -2
COC(=O)C1=C(C)Nc2sc(C(N)=O)c(N)c2C1c1ccncc1 (stereo unspecified) | 0 | 9 | 1 | 0.91 | 4 | -0.1 | 0.95 | -6 | -1

Next part; it opens with the 2 that closed the last part.
SMILES | GRIN3A LBD mod | mIAP inh | A3A deaminase | mIAP act | hIAP inh | MPTP block | hIAP activ | APOBEC3G inh | beta cell repl
Cc1cc(=O)oc2c1c(C)nn2-c1ccc(Cl)cc1 | -1 | -6 | -1 | 1.1 | 0 | 0.6 | 1 | -3 | -2
COC(=O)C1=C(C)Nc2sc(C(N)=O)c(N)c2C1c1ccncc1 (stereo unspecified) | 0 | 9 | 1 | 0.91 | 4 | -0.1 | 0.95 | -6 | -1
O=C(/C=C/c1ccccc1)N(Cc1cccs1)C1CCS(=O)(=O)C1 (stereo unspecified) | 0 | -12 | -2 | 1.1 | -26 | 0.2 | 1.3 | -3 | -2
CCCCN(C)CCn1c(=S)[nH]c2cc(OCC)c(OCC)cc2c1=O | -4 | 4 | -1 | 0.95 | -5 | 1.3 | 1.1 | -6 | -1
CCC(=O)NC(Cc1ccccc1)c1nc2ccccc2[nH]1 (stereo unspecified) | 1 | -3 | -5 | 1 | -1 | -0.6 | 1 | -6 | -3
COc1ccc(NC(=O)N(C)C[C@H]2Oc3c(NS(=O)(=O)c4ccc(OC)cc4)cccc3C(=O)N([C@H](C)CO)C[C@@H]2C)cc1 | 0 | -18 | -5 | 1.2 | 4 | -0.4 | 0.96 | -10 | -2
CCc1cc([N+](=O)[O-])cc(CC)c1N | 8 | 7 | 1 | 0.93 | -3 | -2.4 | 1 | 1 | -1
CCCCN=C(N)/C(C(=O)OCC)=C(\O)c1ccc(OC)cc1 | -1 | 3 | -1 | 0.97 | -29 | -2.2 | 1.3 | -1 | 1
Cc1cccc(/C=N\NC(=O)c2sccc2-n2cccc2)c1 | -11 | -2 | -2 | 1 | 3 | 7.5 | 0.97 | -4 | 0
CCOc1c(C=C(C#N)C#N)c2ccccc2n1CC | -1 | 1 | 42* | 0.99 | -7 | 3.1 | 1.1 | -1 | 2
Cc1cccc(C)c1NC(=O)CSc1nc(-c2ccco2)cc(C(F)(F)F)n1 | -1 | 2 | 2 | 0.98 | 8 | 0.6 | 0.92 | -1 | -1
Cc1ccc(N2CCN(S(=O)(=O)c3c(C)noc3C)CC2C)cc1 (stereo unspecified) | 3 | 4 | -4 | 0.96 | 13 | -1.4 | 0.87 | -5 | 2
CSc1ccc(CCNS(=O)(=O)c2csc(C(N)=O)c2)cc1 | 0 | 4 | -4 | 0.96 | 2 | -1.4 | 0.98 | -2 | 0
CCOC(=O)c1cc(NC(=O)c2ccc(Cl)cc2)c(=O)oc1-c1ccccc1 | 0 | 10 | -2 | 0.9 | 10 | -0.5 | 0.9 | -1 | -3
CCn1cc(C(=O)N2CCc3ccccc32)c(=O)c2cc(S(=O)(=O)N3CCCCCC3)ccc21 | -6 | -10 | -4 | 1.1 | -16 | -0.8 | 1.2 | -4 | -3
Cc1c(NS(=O)(=O)c2ccccc2)cc(Cl)c(O)c1C | -1 | 1 | -1 | 0.99 | -9 | 4.7 | 1.1 | 7 | -6
CC(C)(C)N(Cc1ccccc1)C(=O)COC(=O)c1ccc(Br)o1 | 0 | -5 | 0 | 1.1 | 11 | -0.7 | 0.89 | -8 | -4
CCN(CC)c1ccc(C(=O)OCC(=O)N2CCN(c3ccccc3)CC2)cc1 | -1 | -4 | -3 | 1 | -27 | -10 | 1.3 | -1 | 0
C/C(=N/NC(=O)Cc1cccs1)c1ccco1 | 0 | 22 | -2 | 0.78 | -5 | 0.3 | 1 | -7 | 0
COc1ccc(NC(=O)[C@H](NC(=O)[C@@H]2Cc3ccccc3CN2)c2ccccc2)cc1 | -1 | 0 | 2 | 1 | 18 | -0.6 | 0.82 | 2 | 1
COc1ccc(S(=O)(=O)Nc2ccc3oc(C)c(C(C)=O)c3c2)cc1 | -6 | 5 | -3 | 0.95 | 6 | 93* | 0.94 | -5 | -5
CCOc1cc(/C=N/NC(=O)CCn2nc(C)cc2C)ccc1O | -1 | -13 | 3 | 1.1 | -8 | 1.5 | 1.1 | -5 | 1
C[C@]12CCC(=O)C[C@@H]1CC[C@@H]1[C@@H]2CC[C@]2(C)C=CC[C@@H]12 | 1 | 5 | 0 | 0.95 | -7 | 0.6 | 1.1 | 2 | -2
CC(=O)c1cccc(OCC(=O)N2CCN(c3ccc(C(F)(F)F)cn3)CC2)c1 | -3 | 0 | 4 | 1 | 11 | -2.7 | 0.89 | -4 | -3
CN(C)c1nc(NCc2ccccc2)nc(N/N=C/c2ccc(Cl)cc2Cl)n1 | -1 | -1 | 2 | 1 | -6 | 2.8 | 1.1 | -6 | 0
CCCCCCCC(=O)N/N=C/c1ccco1 | 0 | 13 | -1 | 0.87 | -10 | -1.0 | 1.1 | -1 | 1
CN(C)CCN(C(=O)CN1C(=O)c2ccccc2C1=O)c1nc2cc3c(cc2s1)OCCO3 | 0 | 0 | -4 | 1 | 14 | -1.1 | 0.86 | -12 | 3
COC(=O)c1c(C)oc2ccc(N(C(=O)c3ccncc3)S(=O)(=O)c3ccc4ccccc4c3)cc12 | 4 | 23 | 5 | 0.77 | -17 | 39 | 1.2 | 1 | 0
Cc1ccc(CNC(=O)c2cn(C)c(=O)c3c2c2ccccc2n3C)o1 | 0 | 3 | 2 | 0.97 | -20 | 0.4 | 1.2 | -1 | -3
CC(C)N(Cc1ccccc1)C(=O)COC(=O)CCC(=O)c1ccc(F)cc1 | 1 | -3 | -4 | 1 | -6 | -1.3 | 1.1 | -8 | 6
O=C(CC(C(=O)O)c1ccc(Cl)cc1)c1ccccc1 (stereo unspecified) | 1 | 1 | 1 | 0.99 | 4 | 2.2 | 0.96 | -3 | -3
CC1(C)CC(NC(=O)C(c2ccccc2)c2ccccc2)CC(C)(C)N1 | 0 | -9 | 1 | 1.1 | -27 | 1.8 | 1.3 | -8 | -1
CN1CCN(Cc2c(O)ccc3c(=O)c(Oc4ccccc4Cl)c(C(F)(F)F)oc23)CC1 | 0 | 4 | -2 | 0.96 | 22 | 3.9 | 0.79 | -5 | 4
Cc1ccc(N2CC(c3nc4ccccc4n3C)CC2=O)cc1C (stereo unspecified) | -1 | -8 | 33 | 1.1 | 5 | -1.0 | 0.95 | 10 | -5
O=C(Nc1ccc2c(c1)OCO2)N1CCN(c2ncc(C(F)(F)F)cc2Cl)CC1 | -4 | -15 | -1 | 1.2 | 11 | 1.1 | 0.89 | -2 | -2
CCN(CC(=O)Nc1c(F)cccc1F)C(=O)CCSc1ccc(C)cc1 | 4 | -3 | 2 | 1 | 4 | 0.8 | 0.96 | 2 | -2
COc1ccc(NC(=O)c2cccc(-n3cnnn3)c2)cc1 | -8 | 3 | 1 | 0.97 | 5 | 1.0 | 0.95 | -2 | -1
CCOc1ccc(Br)cc1S(=O)(=O)NCc1ccncc1 | 0 | -6 | -1 | 1.1 | -8 | -0.6 | 1.1 | -6 | -4
COCCOC(=O)C1=C(C)OC(N)=C(C#N)C1c1cc2cccc(C)c2nc1Cl (stereo unspecified) | -1 | 2 | -5 | 0.98 | 12 | -0.3 | 0.88 | -6 | 0
COc1ccc(C(=O)NCCN2CCCC2)cc1[N+](=O)[O-] | 1 | -5 | -4 | 1.1 | 6 | 0.5 | 0.94 | -3 | -2
CC(C)Nc1oc(-c2cccc3ccccc23)nc1C#N | -4 | -17 | 0 | 1.2 | -1 | 7.8 | 1 | -2 | -5
O=C(CN(C(=O)CCC(=O)Nc1nccs1)c1ccc2c(c1)OCCO2)NCc1ccco1 | -5 | -4 | -4 | 1 | 13 | -1.6 | 0.87 | -7 | 0

A section of the results above, as a working copy:
SMILES | GRIN3A LBD mod | mIAP inh | A3A deaminase | mIAP act | hIAP inh | MPTP block | hIAP activ | APOBEC3G inh | beta cell repl
CC(C)Nc1oc(-c2cccc3ccccc23)nc1C#N | -4 | -17 | 0 | 1.2 | -1 | 7.8 | 1 | -2 | -5
O=C(CN(C(=O)CCC(=O)Nc1nccs1)c1ccc2c(c1)OCCO2)NCc1ccco1 | -5 | -4 | -4 | 1 | 13 | -1.6 | 0.87 | -7 | 0
